# Bioassay records deposited in PubChem by National Center for Advancing Translational Sciences (NCATS).
# RGS4 inhibitor – Inhibitors of Regulator of G Protein Signaling (RGS) 4: qHTS | Regulator of G-protein signaling 4 (Homo sapiens), P49798 | Transcreener GDP fluorescence polarization, RGS4-accelerated GTP hydrolysis | 390,000 tested, 0.039% active | Potency, µM (highest dose often 114 µM), inactives show at the top dose activity change, negative = inhibition, most hits filed as inhibitors; further: potency means the concentration at half of the fitted maximal effect; on the % scale 0 is the no-effect control and ±100 the full control effect; nearly all actives have a fitted effect of over 75% in size; some results filed as inactive show a strong effect at the top dose
#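 MLSMR compounds (23 nl, pin-transferred) preincubated 10 min at room temperature with a 500nM (2x) first reagent, then RGS4 at 900nM (2x) plus Transcreener GDP mix added; fluorescence polarization (620/688 nm) read before and after 90 min at 30 °C.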
# BAZ2B block – qHTS Assay for Inhibitors of BAZ2B | Bromodomain adjacent to zinc finger domain protein 2B (Homo sapiens), Q9UIF8 | AlphaScreen BAZ2B-H3K14Ac peptide displacement | Potency, µM (titrated, usually from 114 µM), without a hit: at the top dose activity change, negative = inhibition, usual class: inhibitors | 360,000 tested, 4.4% active | AID 504333, 2011; further: potency means the concentration at half of the fitted maximal effect; on the % scale 0 is the no-effect control and ±100 the full control effect; nearly all actives have a fitted effect of over 60% in size
#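 Compounds, titrated to a top concentration of 110 uM, were incubated 30 min at room temperature with preformed BAZ2B/acetyl-K14 H3 peptide complex (50 nM each). Proximity signal was measured by AlphaScreen after 20 min with beads.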
# 12-LOX inh – Primary qHTS assay for inhibitors of human arachidonate 12S-lipoxygenase (ALOX12): Round 2. 580,000 tested, 1.1% active. Potency, µM (doses to about 108 µM), without a hit: top-dose activity change, negative = inhibition, most hits filed as inhibitors. Polyunsaturated fatty acid lipoxygenase ALOX12 (Homo sapiens), P18054. purified 12hLO, xylenol orange hydroperoxide absorbance; further: potency means the concentration at half of the fitted maximal effect; on the % scale 0 is the no-effect control and ±100 the full control effect
#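 Hydroperoxide product was detected by ferrous iron/xylenol orange as the 573 to 405 nm absorbance ratio. Arachidonic acid at 40 uM (final) was turned over for 30 min at room temperature by 150 nM human 12hLO, pH 7.0 Hepes buffer, after 15 min compound preincubation.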
# JMJD2A Tudor – qHTS Assay for Inhibitors of JMJD2A-Tudor Domain; Lysine-specific demethylase 4A (Homo sapiens), O75164; AlphaScreen JMJD2A-Tudor / H3K4me3 peptide binding; Potency, µM (titrated, usually from 114 µM), for the others: at the top dose activity change, negative = inhibition, hits mostly inhibitors; 390,000 tested, 4.4% active; further: potency means the concentration at half of the fitted maximal effect; on the % scale 0 is the no-effect control and ±100 the full control effect; nearly all actives have a fitted effect of over 50% in size
# GLS inh – qHTS for Inhibitors of Glutaminase (GLS); GLS enzymatic activity, qHTS titration; Potency, µM (top dose mostly 45.5 µM), without a hit: at the top dose activity change, negative = inhibition, hits mostly inhibitors; 410,000 tested, 0.21% active; further: potency means the concentration at half of the fitted maximal effect; on the % scale 0 is the no-effect control and ±100 the full control effect
#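 Coupled fluorescence readout: glutamate oxidase/HRP/Amplex Red detect glutamate formed by hKGA from L-glutamine (1 mM solution added). Buffer 45 mM KH2PO4 pH 8.2, 0.02% Tween-20; reads at t0 and 30 min RT.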
# ERG-DNA inh – qHTS for Small Molecule Inhibitors of the ERG Ets/DNA interaction. Transcriptional regulator ERG (Homo sapiens), P11308. 370,000 tested, 0.028% active. fluorescence polarization, His-ERG Ets domain / labelled DNA. AID 624246, 2012. Potency, µM (series often up to 76.9 µM), for inactives: top-dose FP activity, negative = inhibition, usual class: inhibitors; active means well fitted inhibition curve with a large enough effect in the polarisation, with a control signal flat; inconclusive means small, poorly fitted or top-dose-only effect, or effect the other way, or a change in a side signal; inactive means no such curve, though single readings can be large or run the other way; the % refers to the polarisation;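 further: polarization taken with two DNA probes labelled with fluorescein and Texas red; potency means the concentration at half of the fitted maximal effect; % of control where 0% means no effect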
#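 His-tagged ERG Ets domain (1 uM in the protein solution; 300mM KCl, 50mM Tris-HCl, 1mM EDTA, 1mM DTT, pH 7.5) received compound, then a probe mix of 5 nM fluorescein-DNA and 100nM Texas-615-DNA. Fluorescence polarization was read for both dyes.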
# G9a inh – qHTS Assay for Inhibitors of Histone Lysine Methyltransferase G9a | Potency, µM (doses to about 102 µM), for the others: at the top dose activity, negative = inhibition, actives largely listed as inhibitors | Histone-lysine N-methyltransferase EHMT2 (Homo sapiens), Q96KQ7 | 350,000 tested, 8.8% active | AID 504332, 2011 | G9a H3K9 monomethylation, AlphaScreen, 2 h; further: potency means the concentration at half of the fitted maximal effect; on the % scale 0 is the no-effect control and ±100 the full control effect; nearly all actives have a fitted effect of over 75% in size
#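 Compounds were preincubated with 20 nM G9a for 15 min, after which biotinylated H3K9 peptide (500 nM) and SAM (20 uM) started a 2 h room-temperature reaction. Monomethylated product was quantified by antibody-based AlphaScreen chemiluminescence.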
# HP1b binding inh – HTS for Inhibitors of HP1-beta Chromodomain Interactions with Methylated Histone Tails; AlphaScreen HP1-beta / biotin-H3K9me3 peptide binding; Potency, µM (titrated, usually from 114 µM), without a hit: top-dose activity change, negative = inhibition, hits mostly inhibitors; Chromobox protein homolog 1 (Homo sapiens), P83916; 390,000 tested, 0.56% active; further: potency means the concentration at half of the fitted maximal effect; nearly all actives have a fitted effect of over 70% in size; inactives centre near 23
#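 Compound inhibition of the preformed complex between 50 nM HP1-beta and 50 nM biotinylated H3K9me3 peptide was read by AlphaScreen. Buffer was PBS pH 7.4 with 0.01% Tween-20. Incubations ran 30 min at room temperature, with 10 ug/mL donor/acceptor beads.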
# PI4K2A block – qHTS for small molecular inhibitors of PI4K2A. AID 1346378, 2018. activity change, negative = inhibition, % at 76.9 µM. 420,000 tested, 0.13% active. purified PI4K2A, ADP-Glo luminescence, 1 h; hits give low values. Phosphatidylinositol 4-kinase type 2-alpha (Homo sapiens), Q9BTU6; in the data active means activity change below about -50%; inconclusive means mostly about -30% to -49%;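 further: -100% = wells without enzyme as full effect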
#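 In this quantitative HTS, ADP production by PI4K2A was quantified luminescently after 1 h at ambient temperature; 100 microM adenosine served as plate-quality control.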
# Numbers without * were called inactive; i = inactive; u = inconclusive; x = not tested or not shown; & = joins results of further samples; ! = repeats disagree; [ ] = remark or other dose. Unless noted, the call rests on the fitted dose curve; in most records, active means well fitted curve in the direction sought with a large enough effect; inconclusive means small, poorly fitted or top-dose-only effect, or another doubt; inactive means no such curve, though single readings can be large; an effect the other way counts as inactive or inconclusive.
SMILES,RGS4 inhibitor,BAZ2B block,12-LOX inh,JMJD2A Tudor,GLS inh,ERG-DNA inh,G9a inh,HP1b binding inh,PI4K2A block
Cc1ccc(C(=O)N/N=C/C=C/c2ccccc2)cc1,0%,-32%,8%,1%,-11%,-2%,4%,31%,-8
CCc1ccc(-c2nc(CS(=O)CC(=O)NCCCN3CCOCC3)c(C)o2)cc1 (stereo not drawn),3%[11.4 µM],-23%,-6%,-28%,0%,5%,u,33%,-6
Cc1cc(C)n2nc(SC(C)C(=O)Nc3ccccc3F)nc2n1 (stereo not drawn),17%,x,-18%,-11%,5%,-6%,x,13%,0
CCc1ccc(OCC(=O)NC(NC(=S)Nc2ccccc2OC)C(Cl)(Cl)Cl)cc1 (stereo not drawn),-51%,9%,-13%,-2%,0%,26%,u,31%,-5
Cc1ccccc1CSc1ncc(CO)n1Cc1ccc(F)cc1,-16%,u,-23%,-21%,-19%,4%,4%[59 µM],7%[57 µM],2
CC1CCCCN1Cc1c(O)ccc2c(=O)c(-c3ccc(Cl)cc3)coc12 (stereo not drawn),1%&6%,-3%&5%,0%&-26%,79µM*!,7%&0%,-5%&-1%,9%,29%&47%,2&0
COc1cc2[nH]c(=S)n(Cc3ccc(C)o3)c(=O)c2cc1OC,-36%,3%,7%,-19%,-1%,2%,11%[59 µM],19%,0
Cc1cc(C)cc(NC(=O)Nn2cnnc2)c1,3%,-1%,8%,9%,-3%,0%,12%,23%,-2
O=C(O)Cc1ccc(-n2cccc2)cc1,5%,8.9µM*,-13%,40µM*,-24%,-6%,20µM*,25µM*,1
CCCOc1ccc(NC(=O)CC2C(=O)N(CC)C(=S)N2CCNC(C)=O)cc1 (stereo not drawn),12%,3%,1%,-8%,-1%,-5%,-15%,2%,2
N#Cc1ccsc1NC(=O)CN1CCCCCC1,-24%[11.4 µM],-3%,u,-11%[11.4 µM],21%,-4%,-14%,-4%,0
Cc1nnc(SCC(=O)Nc2nnc(SCc3cccc(Br)c3)s2)s1,-15%,-4%,0%,-11%,1%,-4%,9%[59 µM],-1%,-3
N#Cc1ccc(NC(=O)CCc2ccc(S(=O)(=O)N3CCOCC3)cc2)cc1,-14%,u,-11%,3%,x,6%,-48%,43%[activator],5
Cc1cccc(C(=O)N2CCC(=O)N([C@H](COCc3ccc(Cl)cc3)Cc3ccccc3)CC2)c1,x,x,u,x,1%,x,6%[59 µM],x,7
COc1ccc(-n2ncc3c2CC(C)(C)CC3NC(=O)c2ccnn2C)cc1 (stereo not drawn),3%,-15%,-18%,-3%,-1%,4%,-4%[59 µM],42%[activator],-1
O=[N+]([O-])c1ccc(-c2ccn[nH]2)o1,0%,-1%,u,-17%,15%,-10%,22%[59 µM],25%,-3
C=CCN(N=Nc1cccc([N+](=O)[O-])c1)c1cccc([N+](=O)[O-])c1,10%,u,-4%[57.4 µM],u,0%,x,u,u,3
CC(=O)Nc1ccc(Nc2ccc3c4c(cc(=O)n3C)-c3ccccc3C(=O)c24)cc1,-11%,u,-4%,-32%,5%,-5%,u,-27%,-1
N#Cc1sc(NCc2cccc(Cl)c2)nc1Cl,6%,26%,u,59%[activator],-2%,2%,49%,63%[activator],3
CCOC(=O)c1ccccc1NC(=O)Cn1c(=O)n(Cc2nc(-c3ccccc3)no2)c(=O)c2ccccc21,28%,-21%,-14%,-3%,-8%,5%,-5%[59 µM],29%,3
C=CCn1c(=O)c2c(nc3n2CC(C)CN3CCc2ccccc2)n(C)c1=O (stereo not drawn),3%,u,0%,-23%,12%,-10%,u,10%[57 µM],4
CC(C)Oc1ccc(C(CCN)C2CCCCC2)cc1 (stereo not drawn),3%,50µM*,u,22µM*,-16%,4%,16µM*,79µM*,10
CSCCn1c(C(C)(C)C)cc(C(=O)O)c1C,-11%,-24%,368%[activator],-14%,2%,9%,1%,-2%,-2
O=C(CSc1n[nH]c(=O)[nH]c1=O)c1cccc([N+](=O)[O-])c1,-20%,u,-14%,-28%,20%,4%,32µM*,50%[activator],-2
C=CCn1c(SCC(=O)C(C)(C)C)nnc1-c1ccccn1,5%,u,-6%,-5%,0%,6%,-15%[59 µM],35%,-1

# Further compounds follow.
SMILES,RGS4 inhibitor,BAZ2B block,12-LOX inh,JMJD2A Tudor,GLS inh,ERG-DNA inh,G9a inh,HP1b binding inh,PI4K2A block
CCOc1ncccc1C(=O)OCC(=O)N1CCc2ccccc21,-17%,6%,2%,-6%,-8%,3%,-2%,26%,6
Nc1ncnc2c1cnn2C1CC(O)C(CO)O1 (stereo not drawn),30%,x,4%,-21%,-2%,5%,x,14%,-25
COCCn1c(SCC(=O)Nc2ccccc2F)nc2c([nH]c3ccccc32)c1=O,2%,-18%,u,-4%,7%,0%,15%,18%,-2
COc1ccc(-c2csc(NC(=O)CSCC(=O)Nc3cc(C)on3)n2)cc1,-18%,11%,64%[activator],-5%,-3%,x,7%[12.7 µM],28%,5
COc1ccc(-c2c([C@H]3[C@H]4C=CC[C@@H](C)[C@@H]4C(=O)N3Cc3ccccc3)ccc3ccccc23)cc1OC,13%,-30%,i,-32%,-2%,-4%,1%[59 µM],17%,-1
CC(=O)c1cccc(NC(=O)c2oc(C)nc2C)c1,-27%,-2%,u,-17%,u,-4%,45µM*,-12%,8
CN(C)C(=O)NC1CCCCCCCCCCC1,13%,20%,318%[activator],-10%,2%,-10%,-1%[59 µM],31%,4
Cn1cc(CN2CCCC(CNC(=O)c3ccc4c(c3)OCO4)C2)c2ccccc21 (stereo not drawn),-24%,-4%,-29%,u,1%,-9%,0%,18%,-5
CCOc1ccc(CN2C(=O)c3ccccc3C2C(=O)NCC2CCCO2)cc1 (stereo not drawn),-18%,-17%,18%,-12%,11%,-3%,11%,8%,5
Cc1ccc(OCC(=O)Sc2ccc(C)cc2)cc1,u,158%[activator],-16%,190%[activator],-4%,7%,222%[activator],308%[activator],66
CCOC(=O)/C(C#N)=C1/C=CN(C)C(C)=N1,1%,6%,25%,7%,-2%,x,13%[59 µM],30%,-4
COc1ccc(C(=O)CC(=O)C(=O)Nc2c(C)cccc2C)cc1,-11%,-24%,u,-24%,9%,-4%,5%,40%,3
CN1CCN(CC(=O)Nc2c(C#N)cnn2-c2ccccc2)CC1,-8%,-5%,0%,-18%,4%,-1%,5%,27%,0
O=C1N(Cc2cccc(Cl)c2)C[C@@H]2C[C@@H](c3ccsc3)N3CCC[C@@]123,7%,-7%,-13%,-18%,-2%,4%,x,26%,-1
Cc1ccc2nc(Cl)c(/C=C/C(=O)c3ccco3)cc2c1,u,-28%,140%[activator],u,26%,8%,5%[59 µM],-13%,0
O=C(Nc1ccnn1C1CCN(Cc2cc(Cl)ccc2O)CC1)C1CC1,21%,-11%,-25%,-18%,37%[activator],-10%,21%,18%,-6
COc1ccc(OCCC(=O)OCC(=O)c2ccc[nH]2)cc1,3%,-13%,4%,-18%,0%,7%,-39%,32%,2
CCCOc1ccc(C(NC(=O)CC(C)C)NC(=O)CC(C)C)cc1OC,1%,5%,u,-21%,5%,2%,17%[59 µM],28%,-4
O=C(C[n+]1cc(Br)cc(Br)c1)c1ccccc1,11%,-2%,-13%,-13%,-9%,8%,-22%,1%,-8
COCc1cc(C)nc(NCCO)c1C#N,24%,-13%,-13%,-19%,4%,1%,-3%[59 µM],51%[activator],0
CCOc1cccc(C2/C(=C(/O)c3ccc4c(c3)CC(C)O4)C(=O)C(=O)N2CCCn2ccnc2)c1 (stereo not drawn),-10%[56.9 µM],u,7%,-28%,0%,0%,u,53%[activator],-4
Cc1ccc(-c2nc(SCCOc3ccccc3C)n3[nH]c(=O)cc3n2)cc1,-24%,8%,-26%,-25%,4%,2%,68%[activator][59 µM],52%[activator],-7
Cc1cccn2c(=O)c(C(=O)NCc3cccc(F)c3)cnc12,17%,8%,-8%,-3%,-11%,8%,37%[activator][59 µM],33%,2
CCC[C@@H](CN1CCC[C@H]1CN1C(N)=NC[C@H]1CC(C)C)N1C[C@@H](Cc2ccccc2)N(CCCC2CCCC2)C1=N,-25%,x,-5%,-33%,16%,-5%,x,19%,-4

# Structures listed so far that contain a COOH group (2):
SMILES,RGS4 inhibitor,BAZ2B block,12-LOX inh,JMJD2A Tudor,GLS inh,ERG-DNA inh,G9a inh,HP1b binding inh,PI4K2A block
O=C(O)Cc1ccc(-n2cccc2)cc1,5%,8.9µM*,-13%,40µM*,-24%,-6%,20µM*,25µM*,1
CSCCn1c(C(C)(C)C)cc(C(=O)O)c1C,-11%,-24%,368%[activator],-14%,2%,9%,1%,-2%,-2

# An excerpt. The share of hits here may be higher or lower than overall.
